TSHR antagonist – human thyrotropin receptor antagonism | TSHR-expressing cells, TSH-stimulated cAMP HTRF, 2 h; stronger effect = lower value | activity change, negative = inhibition, % at 11.5 µM | actives 0.2% (n = 330,000);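 active means activity change below a set negative limit, meaning inhibition stronger than a set level, cut at about -70% in these data; inconclusive means activity change between two set negative limits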; further: on the % scale 0 is the no-effect control and ±100 the full control effect
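Freshly harvested TSHR cells receive pin-tooled compound, then EC80 TSH at 4nM final. After 2 hours at 37 deg C, antibody in lysis buffer and cAMP-d2 are added; 30 minutes at ambient temperature precede the HTRF read.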
Eya2 phos inh – Eya2 (human) phosphatase inhibition | recombinant Eya2, OMFP fluorescence dephosphorylation (OMFP is methylfluorescein phosphate) | Potency, µM (highest dose often 76.9 µM), inactives show at the highest dose activity, negative = inhibition, hits mostly inhibitors | actives 0.006% (n = 330,000); further: potency means the concentration at half of the fitted maximal effect; on the % scale 0 is the no-effect control and ±100 the full control effect
Target sequence (O00167 whole entry, looked up): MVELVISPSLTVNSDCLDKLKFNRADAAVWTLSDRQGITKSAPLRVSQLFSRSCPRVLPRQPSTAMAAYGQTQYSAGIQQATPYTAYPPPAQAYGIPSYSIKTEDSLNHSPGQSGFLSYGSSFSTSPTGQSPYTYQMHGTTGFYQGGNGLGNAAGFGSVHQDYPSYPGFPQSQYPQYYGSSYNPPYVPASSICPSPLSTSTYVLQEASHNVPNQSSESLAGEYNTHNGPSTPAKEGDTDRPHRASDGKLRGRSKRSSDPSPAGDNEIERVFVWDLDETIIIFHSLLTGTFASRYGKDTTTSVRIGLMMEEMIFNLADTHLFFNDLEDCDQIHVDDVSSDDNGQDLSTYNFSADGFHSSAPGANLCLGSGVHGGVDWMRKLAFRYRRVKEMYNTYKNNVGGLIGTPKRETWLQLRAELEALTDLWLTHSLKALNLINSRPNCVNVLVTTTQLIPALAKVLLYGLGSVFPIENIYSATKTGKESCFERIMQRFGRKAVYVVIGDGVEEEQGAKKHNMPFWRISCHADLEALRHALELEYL
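Eya2 (0.2 uM) preincubated 10 min at ambient with compound, then OMFP substrate added at 50 uM; 10 min reaction in 50 mM HEPES pH 7.5, 50 mM NaCl, 5 uM MgCl2, 0.05% BSA, 1 mM DTT. Fluorescence read at Ex 485/Em 525 nm.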
PKM2 activator – increases activity of human pyruvate kinase M2 | P14618 | purified PKM2, Kinase-Glo ATP luminescence, activation; response scale: 0% is enzyme alone, no compound | Potency, µM (series often up to 57.5 µM), inactives show at the top dose activation, usual class: activators | actives 0.34% (n = 260,000) | AID 1631; further: potency means the concentration at half of the fitted maximal effect; on the % scale 0 is the no-effect control and ±100 the full control effect; nearly all actives have a fitted effect of over 55% in size
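hPK-M2, >95% pure; 0.1 mM ADP / 0.5 mM PEP final; imidazole pH7.2 buffer w/ 7 mM MgCl2, 50 mM KCl; 1 h RT; Kinase-Glo lum. Intermediate enzyme activity for dual inhibitor/activator qHTS.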
MBNL1 CUG block – blocks human MBNL1 binding to CUG repeat RNA; Q9NR56; TR-FRET MBNL1-His/biotin-(CUG)12 binding, 665/545 ratio; Potency, µM (top dose mostly 57.5 µM), without a hit: top-dose activity change, negative = inhibition, most hits filed as inhibitors; actives 0.036% (n = 280,000); active means well fitted inhibition curve with a large enough effect in the signal ratio, with a control signal flat, not every such curve was filed as active; inconclusive means small, poorly fitted or top-dose-only effect, or effect the other way, or a change in a side signal; inactive means no such curve, though single readings can be large or run the other way; the % refers to the signal ratio; further: potency means the concentration at half of the fitted maximal effect; on the % scale 0 is the no-effect control and ±100 the full control effect
Target sequence (Q9NR56 whole entry, looked up): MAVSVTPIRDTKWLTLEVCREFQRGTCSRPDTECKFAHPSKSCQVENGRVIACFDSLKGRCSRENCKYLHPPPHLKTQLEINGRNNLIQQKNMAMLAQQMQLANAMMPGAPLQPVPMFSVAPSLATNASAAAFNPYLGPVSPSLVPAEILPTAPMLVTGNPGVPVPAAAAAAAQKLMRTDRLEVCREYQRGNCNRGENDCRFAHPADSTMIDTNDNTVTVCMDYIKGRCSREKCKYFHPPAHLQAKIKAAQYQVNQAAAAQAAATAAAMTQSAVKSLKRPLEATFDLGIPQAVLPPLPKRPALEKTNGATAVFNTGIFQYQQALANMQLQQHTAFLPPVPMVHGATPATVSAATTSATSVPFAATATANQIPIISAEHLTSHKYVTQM
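MBNL1-His + Biotin-(CUG)12, cpd titration 92 nM–58 uM; Tb anti-His Ab 0.055 ng/ul, SA-XL665 5 nM (final); 60 min RT; ratiometric 665/545 nm, Ex 340 nm; normalized to buffer and full-complex controls.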
GALK inhibitor – inhibitors of human galactokinase; Purified GALK, Kinase-Glo residual ATP luminescence; Potency, µM (titrated, usually from 57.5 µM), without a hit: at the highest dose activity change, negative = inhibition, hits mostly inhibitors; actives 0.007% (n = 270,000); P51570; AID 1868; further: potency means the concentration at half of the fitted maximal effect; on the % scale 0 is the no-effect control and ±100 the full control effect
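Kinase-Glo Plus luminescence measured ATP left after a 1 h room-temperature reaction. The reaction used 5 nM GALK, 100 uM galactose and 35 uM ATP at pH 8.0 (20 mM HEPES, 5 mM MgCl2, 60 mM NaCl, 1 mM DTT, 0.01% BSA).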
hERG WT inh – KCNH2 (human, wildtype) channel inhibition; Q12809; U2OS, BacMam KCNH2, thallium flux FluxOr; stronger effect = lower value; activity change, % at 1.84 µM; actives 0.37% (n = 340,000); AID 720551;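 active means maximum activity change below -70%; inconclusive means maximum activity change between -70% and -50%; inactive means maximum activity change above -50%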; further: on the % scale 0 is the no-effect control and ±100 the full control effect
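U2OS cells were transduced with wild-type KCNH2 virus (2.03 x 10^8 / mL) for 4 h at room temperature, then cultured overnight at 37 C. Thallium flux was read with FluxOr dye. Rate constants were normalized to DMSO controls.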
Menin MLL FP TR – menin-MLL binding inhibition, Texas Red mutant peptide; O00255; Menin + Texas Red MLL mutant peptide, fluorescence polarization; actives 0.23% (n = 270,000); Potency, µM (top dose mostly 61.6 µM), without a hit: at the top dose FP activity change, negative = inhibition, most hits filed as inhibitors; active means well fitted inhibition curve with a large enough effect in the polarisation, with a control signal flat, not every such curve was filed as active; inconclusive means small, poorly fitted or top-dose-only effect, or effect the other way, or a change in a side signal; inactive means no such curve, though single readings can be large or run the other way; the % refers to the polarisation; further: potency means the concentration at half of the fitted maximal effect; % of control where 0% means no effect; many of its hits are not listed in these tables
Mito fusion act – mitochondrial division inhibition or fusion activation; Potency, µM (highest dose often 46.1 µM), without a hit: at the top dose growth rescue (activation), most hits filed as activators; actives 0.23% (n = 320,000); S. cerevisiae fusion-defective mutant growth rescue, CellTiterGlo 48 h;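 further: potency means the concentration at half of the fitted maximal effect; % of control where 0% means no effect; nearly all actives have a fitted effect of over 45% in size; temperature-sensitive fusion mutants such as fzo1-1 at 37 °C on non-fermentable ethanol glycerol medium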
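Compounds are tested for their ability to restore growth of mitochondrial fusion-defective yeast strains at non-permissive 37C in YPEG medium over 48 hours. Viability is quantified by luciferase luminescence.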
USP2a inh – inhibitors of human ubiquitin-specific protease USP2a. actives 0.01% (n = 330,000). Potency, µM (top dose mostly 38.3 µM), for the others: top-dose activity change, negative = inhibition, usual class: inhibitors. AID 463254. USP2 core, Ub-CHOP2 coupled fluorogenic reporter, 485/531;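 further: potency means the concentration at half of the fitted maximal effect; plate controls were DMSO wells for no effect and full inhibition by NEM control for full effect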
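USP2 core (10nM final) preincubated 30min RT with compound in 20mM Tris-HCl pH 8.0, 2mM CaCl2, 2mM beta-mercaptoethanol, 0.05% CHAPS; 25nM Ub-CHOP2 plus 25nM reporter substrate added, fluorescence (Ex485/Em531) read after 60min.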
Chronic BCR inh – inhibitors of chronic active B-cell receptor signaling; actives 0.05% (n = 340,000); Potency, µM (series often up to 46.1 µM), for inactives: at the top dose ratio change, negative = lower green/red ratio, most hits filed as inhibitors; ABC-DLBCL IkBa-CBG/CBR reporter, luminescence ratio, 4 h; AID 493014; active means well fitted inhibition curve with a large enough effect in the signal ratio, with a control signal flat, not every such curve was filed as active; inconclusive means small, poorly fitted or top-dose-only effect, or effect the other way, or a change in a side signal; the % refers to the signal ratio;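 further: potency means the concentration at half of the fitted maximal effect; plate controls were basal doxycycline-induced cells for no effect and cells given 10 µM MG132 for full effect; MG132 reads +100%, hits lower the ratio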
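Compounds up to 46 uM were incubated four hours with TMD8 cells whose green CBG68 luciferase is fused to IkappaBalpha; red CBR luminescence normalised the signal, and concentration-effect curves were fitted to fusion, red and ratio data.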
S-ASM inh – human S-ASM enzyme inhibition; placental ASM, HMU-PC fluorogenic substrate, 60 min; Potency, µM (top dose mostly 57.5 µM), without a hit: at the top dose activity change, negative = inhibition, most hits filed as inhibitors; actives 0.006% (n = 340,000); AID 504937; further: potency means the concentration at half of the fitted maximal effect
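Fluorescence read-out (Ex 386 nm, Em 447 nm) after stopping the reaction at pH 10. Enzyme: ASM from human placenta; substrate HMU-PC0, 9 uM final; 60 min, 37 °C. Compound preincubation 10 min, ambient temperature.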
* marks the source's active call; other numbers are inactive results; ? = inconclusive; . = no result given; [ ] = dose if it differs, or a comment. Unless noted, the call rests on the fitted dose curve; in most records, active means well fitted curve in the direction sought with a large enough effect; inconclusive means small, poorly fitted or top-dose-only effect, or another doubt; inactive means no such curve, though single readings can be large; an effect the other way counts as inactive or inconclusive. Not all compounds are listed (hit frequency here may not be typical).

Fields: TSHR antagonist	Eya2 phos inh	PKM2 activator	MBNL1 CUG block	GALK inhibitor	hERG WT inh	Menin MLL FP TR	Mito fusion act	USP2a inh	Chronic BCR inh	S-ASM inh
O=S(=O)(NC1c2cccc3cccc(c23)C1Sc1ncccn1)c1ccccc1 (stereo not drawn)
    0	-2%	3%	-4%	0%	-4	-11%	?	-1%	-3%	-3%
COc1ccc(CCNC(=O)COC(=O)Cn2cnc3ccccc3c2=O)cc1
    -16	6%	-1%	0%	1%	1	.	-3%	9%	5%	-2%
Cc1cc(C)cc(NC(=S)N(CCN(C)C)C(C)c2cccnc2)c1 (stereo not drawn)
    -1	-25%	-10%	-6%	-3%	-2	0%	?	1%	9%	4%
Cc1cc([N+](=O)[O-])nn1Cc1noc(C(=O)NCc2ccc3c(c2)OCO3)n1
    -8	10%	6%	14%	-1%	-6	13%	-5%	3%	-14%	-2%
Cc1ccc(CNS(=O)(=O)c2ccc3c(c2)NC(=O)C(C)S3)cc1 (stereo not drawn)
    10	3%	.	-5%	0%	-24	.	6%	5%	0%	-3%
COc1cccc(NC(=O)CN(C)C(=O)c2cccc(S(=O)(=O)N3CC4(C)CC3CC(C)(C)C4)c2)c1 (stereo not drawn)
    .	-25%	.	.	.	3	.	.	1%	2%	-11%
COc1ccc(-n2c3c(cc(C(=O)Nc4cccc(C)n4)c2=O)C(=O)CC(C)(C)C3)cc1
    -4	-3%	0%	-12%	-1%	7	-5%	-8%	-1%	?	6%
C/C(CC(O)(/C=N/O)c1ccccc1)=N\O (stereo not drawn)
    6	-3%	-3%	3%	-5%	-10	-6%	-3%	0%	?	2%
CCOC(=O)C(C#N)c1ccccn1 (stereo not drawn)
    2	11%	9%	-5%	0%	13	?	-2%	-1%	5%	4%
O=C(COC(=O)c1ccco1)NCc1ccc(F)cc1
    8	10%	0%	-3%	4%	-1	2%	-3%	4%	3%	-2%
COc1cc(C)c(N(C(C)=O)c2ccccc2)c(C)c1
    5	0%	-4%	-1%	7%	12	?	-4%	-3%	-2%	1%
O=[N+]([O-])c1ccc(NC(=S)NCc2ccc(F)cc2)cc1
    ?	1%	0%	?	0%	20	?	-18%	-1%	?	-14%
CC(c1ccccc1)c1nnc(NC(=O)Nc2ccccc2)s1 (stereo not drawn)
    5	-3%	-4%[11.5 µM]	0%	-3%	-11	?	-1%	-7%	1%	-11%
O=C(Nc1nnc(-c2ccco2)o1)c1ccc(S(=O)(=O)N2CCCC2)cc1
    19	-3%	10%	4%	-2%	-7	1%	-3%	3%	?	2%
COc1ccc(-n2cnc3cc(NC(=O)c4ccco4)ccc32)cc1
    -6	10%	0%	1%	-1%	-16	-8%	6%	0%	0%	-2%
O=C(NC1CCCCC1)c1ccccc1NC(=O)C1CC1
    12	1%	-2%	?	1%	2	-18%	5%	1%	-8%	4%
COc1ccc(-c2nnc3sc(CCN4C(=O)c5ccccc5C4=O)nn23)cc1
    -10	3%	-3%	?	5%	1	-18%	1%	-1%	?	-8%
CC(C(=O)NCC1CCCO1)n1cc([N+](=O)[O-])cn1 (stereo not drawn)
    6	3%	-3%	5%	1%	-5	1%	-2%	12%	-1%	3%
COc1ccc2c(N)c(C(=O)NN)[nH]c2c1
    -5	-8%	5%	-4%	.	-11	.	0%	-2%	9%	85%[activator]
Cc1ccc(S(=O)(=O)Cc2ccc(C(=O)N3CCc4ccccc4C3)o2)cc1
    0	20%	-13%	3%	-1%	-5	-7%	0%	4%	20%	-1%
COc1ccc(NC(=O)N(C)C[C@H]2Oc3c(NS(=O)(=O)c4cn(C)cn4)cccc3C(=O)N([C@H](C)CO)C[C@@H]2C)cc1
    -17	-1%	.	.	.	3	.	.	2%	-1%	0%
O=C(Nc1cccc(F)c1)C1CC(=O)N(c2ccc(Cl)cc2)C1 (stereo not drawn)
    -1	1%	1%	-2%	1%	8	?	15%	0%	-9%	-5%
Nc1c2nc(-c3ccccc3Cl)[nH]c(=O)c2nc(=O)n1-c1ccccc1
    1	-6%	2%	-13%	-2%	6	.	22%	5%	?	80%[activator]
COc1ccc(C(=O)N/N=C/c2ccc(OC)c(CSc3ccccn3)c2)cc1
    -10	-7%	-1%	?	.	20	7%	1%	0%	?	-11%
O=C(O)c1ccccc1C(=O)Nc1ccc(-n2nccc2C(F)(F)F)cc1
    6	16%	0%	-11%	.	1	.	0%	0%	0%	8%
Cc1cc(C2=NNC(=NC3CC3)SC2)c(C)n1-c1ccccc1
    -10	12%	-5%	6%	3%	9	8%	-6%	2%	-4%	-1%
COc1ccc(/C=N/N2CCN(C)CC2)cc1O
    8	5%	-12%	0%	0%	-5	-11%	-8%	-5%	2%	2%
O=C1OC(c2ccccc2)=N/C1=C\C=C\c1ccccc1[N+](=O)[O-]
    -1	11%	-1%	.	0%	5	20%	-2%	3%	0%	-1%
Cc1ccc(C)c(N2CCN(C(=O)Nc3ccc4c(c3)N(C)C(=O)CS4)CC2)c1
    -30	-1%	-1%	12%	1%	0	-7%	1%	-4%	1%	-14%
Cc1ccc(C)c(N2CCN(C(=O)Cn3c(=O)[nH]c4ccsc4c3=O)CC2)c1
    7	4%	3%	2%	0%	-16	1%	1%	5%	6%	-1%
N#C/C(=C\c1ccccc1)C(=O)OCC(=O)N1CCCC1
    -6	1%	2%	8%	6%	15	3%	0%	0%	1%	4%
O=C(O)Cc1sc(Nc2ccc(Cl)cc2)nc1-c1cccs1
    -6	9%	-3%	21%	-2%	.	-22%	-4%	2%	?	2%
N=c1n(CC(=O)c2ccc([N+](=O)[O-])cc2)c2ccccc2n1Cc1ccc(Cl)cc1
    -6	-11%	8%	5%	-1%	0	3%	-3%	3%	32%	0%
O=C(NC1CC1)C1=C[C@@H](c2coc3ccccc3c2=O)C[C@@H](OCCCCO)O1
    -1	5%	-2%	-3%	4%	-4	.	-9%	0%	3%	65%[activator]
CCCC(=O)Nc1ccc(C(=O)Nc2ccc([N+](=O)[O-])cc2OC)cc1
    4	-3%	-7%	85%[activator]	4%	-4	?	1%	5%	?	-11%
Cc1[nH]c2ccccc2c1SCCNC(=O)c1ccc(S(=O)(=O)N2CCCC2)cc1
    -6	1%	0%	-15%	.	-6	?	?	0%	?	-5%
CCN1CCN(S(=O)(=O)c2cc(OC)c(Cl)cc2OC)CC1
    -1	18%	2%	-2%	-2%	4	-13%	-3%	0%	13%	0%
CC/C(=C\C(=O)c1ccncc1)Nc1ccc(Br)cc1
    -1	17%	-1%	18%	0%	-5	0%	5%	-1%	5%	-1%
Cc1ccc(C(=O)NCCN2C3=NC[C@H](C(C)C)N3C[C@H]2Cc2ccc(O)cc2)cc1Br
    -1	8%	1%	40µM*	-2%	9	-19%	-1%	0%	?	-12%
NS(=O)(=O)c1ccc(N=NN2CCCCC2)cc1
    2	13%	-5%	12%	3%	-33	16%	0%	1%	12%	-4%
O=[N+]([O-])c1ccc(Cl)c(S(=O)(=O)Nc2cccc(-c3ccc(N4CCCC4)nn3)c2)c1
    1	7%	.	.	.	8	.	23%	3%	?	-20%
CC1CCCN(CCOCCSc2ccccc2)C1 (stereo not drawn)
    -3	5%	-5%	-12%	3%	4	-11%	3%	2%	1%	6%
COc1ccc(-c2nc(CSCC(=O)NC3CCCc4ccccc43)c(C)o2)cc1 (stereo not drawn)
    -24	4%	-5%	3%	4%	-4	-7%	9%	-4%	2%	-15%
Cc1ccc(S(=O)(=O)Nc2cc(-c3ccccc3)nn2C)cc1Cl
    -6	5%	-1%	-12%	5%	-4	.	7%	-3%	1%	-5%

Compound activity: PubChem, National Center for Advancing Translational Sciences (NCATS)
